# SENP8 block – human SENP8 protease inhibitors, primary screen, biochemical, fluorescence, Nedd8 protein substrate, uHTS. Sentrin-specific protease 8 (Homo sapiens), Q96LD8. recombinant SENP8. inhibition, % at 20 µM. 360,000 tested, 0.64% active; in the data active = inhibition mostly above about 40%, no sharp cut-off; inactive = mostly below about 27%
# Target sequence (Q96LD8 whole entry, looked up): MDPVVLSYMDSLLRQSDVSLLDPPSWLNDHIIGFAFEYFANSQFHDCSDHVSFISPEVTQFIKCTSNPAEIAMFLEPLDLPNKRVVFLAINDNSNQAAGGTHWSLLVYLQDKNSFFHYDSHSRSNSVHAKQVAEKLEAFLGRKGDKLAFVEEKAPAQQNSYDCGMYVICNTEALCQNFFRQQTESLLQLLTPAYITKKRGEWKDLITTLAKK
# SENP1 FRET inh – human SENP1 catalytic domain inhibitors, primary screen, biochemical, FRET, uHTS; AID 624204, 2012; 360,000 tested, 0.21% active; recombinant SENP1 catalytic domain, CyPet-SUMO1-YPet FRET cleavage; Sentrin-specific protease 1 (Homo sapiens), Q9P0U3; inhibition, % at 10 µM;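 active = inhibition at least 30% at 10 µM, raw YFP signal under a set limit, fluorescence ratio 0.5 to 1.5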;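 also: 0% = enzyme with DMSO and 100% = no enzyme wells; some results filed as inactive read as strong as hits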
# Target sequence (Q9P0U3 419-644 limits assumed): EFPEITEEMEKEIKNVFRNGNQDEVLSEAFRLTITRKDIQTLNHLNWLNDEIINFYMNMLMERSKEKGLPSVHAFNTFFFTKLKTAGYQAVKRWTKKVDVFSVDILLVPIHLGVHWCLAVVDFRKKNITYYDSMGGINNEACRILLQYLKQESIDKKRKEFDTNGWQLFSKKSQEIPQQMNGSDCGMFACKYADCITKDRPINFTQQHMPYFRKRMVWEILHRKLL
#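 System: Recombinant human SENP1 catalytic domain, His6-tagged | Incubation: Enzyme reaction for 50 min at room temperature, dark | Medium: Tris pH 8 with BME, BSA, NP40 and catalase | Also added: 25 nM SUMO1 FRET substrate | Compound: 10 µM single point, 0.5% DMSO | Measured by: FRET fluorescence in CFP and YFP emission channels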
# * hit, by the source's call. Only part of the results is shown (hit frequency here may not be typical).
# Start of the listing, in advance (5 entries):
Molecule | SENP8 block | SENP1 FRET inh
CC(=O)Oc1ccc(OC(C)=O)c2c1CC1(C)OC1(C)C2 (configuration not stated) | 19 | 4
CC(C)(C)c1ccc(CC(=O)N2CCC2(C)C(=O)NS(=O)(=O)c2ccccc2Cl)cc1 (configuration not stated) | 24 | 3
C[C@@H]1CN([C@@H](C)CO)S(=O)(=O)c2ccc(Br)cc2O[C@H]1CN(C)C(=O)C1CCC1 | 1 | 0
O=C(CS(=O)(=O)c1ccc(Cl)cc1)N1CCN(c2ccccc2)CC1 | 7 | 1
COc1ccc(CN2C(=O)C(CC(=O)NC3CC3)CC(C(=O)N(C)C)=C2C)cc1 (configuration not stated) | -22 | 4

# Main list, previewed entries included:
Molecule | SENP8 block | SENP1 FRET inh
CC(=O)Oc1ccc(OC(C)=O)c2c1CC1(C)OC1(C)C2 (configuration not stated) | 19 | 4
CC(C)(C)c1ccc(CC(=O)N2CCC2(C)C(=O)NS(=O)(=O)c2ccccc2Cl)cc1 (configuration not stated) | 24 | 3
C[C@@H]1CN([C@@H](C)CO)S(=O)(=O)c2ccc(Br)cc2O[C@H]1CN(C)C(=O)C1CCC1 | 1 | 0
O=C(CS(=O)(=O)c1ccc(Cl)cc1)N1CCN(c2ccccc2)CC1 | 7 | 1
COc1ccc(CN2C(=O)C(CC(=O)NC3CC3)CC(C(=O)N(C)C)=C2C)cc1 (configuration not stated) | -22 | 4
CCOC(=O)c1ccc(NC(=O)c2nc[nH]c2C(=O)N(C)CCO)cc1 | 6 | 0
CCOc1ccc(S(=O)(=O)N2CCN(C3CC(=O)N(c4cccc(C(C)=O)c4)C3=O)CC2)cc1 (configuration not stated) | 13 | 4
CC(Oc1ccc(F)cc1)C(=O)Nc1cccc(S(=O)(=O)N(C)c2ccccc2)c1 (configuration not stated) | 18 | 2
CC1(C(=O)NS(=O)(=O)C2CC2)CCN(C(=O)c2c(F)cccc2F)C1 (configuration not stated) | 19 | 3
COc1cc2c(cc1OC)CN(C1CCC(C(C)(C)C)CC1)CC2 (configuration not stated) | -70 | -4
C[C@H]1Cn2cnc(C(=O)N[C@@H](Cc3c[nH]c4ccccc34)C(=O)OC(C)(C)C)c2C(=O)N1 | -86 | 0
CCc1nc2ccc(C(=O)N(C)CCCN(C)C)cn2c1N(CC)CCOC | 5 | -3
C[C@@H]1CCCCO[C@H](CN(C)C(=O)c2ccccc2)[C@@H](C)CN([C@H](C)CO)C(=O)c2cc(NC(=O)c3ccncc3)ccc2O1 | 11 | 2
CN(C)c1cccc2c(S(=O)(=O)NC(=O)[C@H]3O[C@@H](n4cnc5c(N)ncnc54)[C@H](O)[C@@H]3O)cccc12 | -359 | 5
COCc1cccc(-c2csc(C(O)c3ccc(OC)cc3)n2)c1 (configuration not stated) | 4 | -1
O=C(Nc1ccccc1Cl)c1cc(C2CCCN(C(=O)c3cccs3)C2)on1 (configuration not stated) | 19 | 2
O=C(COC(=O)COc1ccc(Cl)cc1Br)NC1CCCC1 | 6 | 7
CCOc1ccc(N(CC(=O)Nc2c(C)cc(C)cc2C)C2=NC3CS(=O)(=O)CC3S2)cc1 (configuration not stated) | 8 | -2
CC(C)n1c(=O)c2ccccc2n1Cc1cn(Cc2cccs2)nn1 | -367 | 1
O=C(O)CCCN1C(=O)/C(=C\c2ccco2)SC1=S | 24 | 0
CCCNC(=O)C1(C)CCCN(Cc2ccc(-c3ccccn3)cc2)C1 (configuration not stated) | 4 | 1
CC(C)=CCc1ccc(O)c(=O)cc1C(C)C | -17 | 16
O=S(=O)(c1ccc(Cl)c(Cl)c1)c1snnc1-c1ccccc1 | 8 | 0
CC1(C(=O)NS(=O)(=O)c2ccc(Cl)cc2)CCN1C(=O)c1ccccc1CCc1ccccc1 (configuration not stated) | 2 | 3
CCCCn1nnnc1C(c1ccccc1)N1CCN(C(C)=O)CC1 (configuration not stated) | 16 | 3
FC(F)(F)c1ccc(-c2cccc3c2C2CC3CCN2Cc2ccccc2)cc1 (configuration not stated) | 15 | 0
CC(C)=N/N=C1/NC(=O)C(c2ccccc2)S1 (configuration not stated) | 17 | 2
COc1cccc(C=NNC(=O)CCCC(=O)NN=Cc2cccc(OC)c2)c1 | 2 | 4
COc1ccc(C(O)c2nc(-c3ccc(OC)nc3)cs2)cc1 (configuration not stated) | 1 | 1
Cc1cn([C@H]2C[C@H](O)[C@@H](CNCc3cc(Cl)ccc3OCc3ccc(Cl)cc3)O2)c(=O)[nH]c1=O | -7 | -1
CCOC(=O)[C@]12CCCC=C1N(Cc1ccc(Cl)cc1Cl)C(=O)[C@H](CC(=O)N1CCOCC1)C2 | 18 | 4
Cc1nn(C(=O)C(C)N2C(=O)c3ccccc3C2=O)c(C)c1Br (configuration not stated) | 16 | 3
OC[C@H]1O[C@@H](c2nc(-c3nc(-c4ccc(F)cc4)no3)cs2)[C@H](O)[C@@H]1O | 10 | -2
O=C1c2cccc(-c3ccc(C(F)(F)F)cc3)c2C2CCCCN12 (configuration not stated) | 8 | 1
COc1ccc(C(=O)N2CCC(C)(C(=O)O)C2)cc1OC (configuration not stated) | 0 | 2
COc1ccccc1Cc1c(-c2cccc(Br)c2)nc2c(C)cc(Br)cn12 | -29 | 1
CN1CCN(c2ccc(CNC(=O)c3ccc(-c4cnn(C)c4)c4ccoc34)cc2)CC1 | 11 | 0
CCCCNC(=O)C1(C)CCN1C(=O)c1cc(-c2cccs2)oc1C (configuration not stated) | -25 | -7
COCC(=O)N1C[C@H]2CON(C)[C@H]2C[C@H]1c1cccc(-c2ccc(C#N)cc2)c1 | 7 | -1
C[C@@H]1CN([C@@H](C)CO)C(=O)CCCn2cc(nn2)CO[C@H]1CN(C)S(=O)(=O)c1ccc2c(c1)OCCCO2 | 12 | 1
O=C(Cc1cccc(NC(=O)C2CCN(C(=O)C3CCCCC3)CC2)c1)Nc1cccc(C(=O)N2CCOCC2)c1 | -1 | 2
O=[N+]([O-])c1ccc(/C=C/c2nc3ccc([N+](=O)[O-])cc3[nH]2)cc1 | -22 | 5
CCOc1ccccc1-c1cc(C(=O)N/N=C/c2ccc3c(c2)OCO3)c2ccccc2n1 | -50 | 1
CN[C@H]1C[C@H]2c3cc(N4CCN(C)CC4)ccc3CCN2C(=O)[C@H]1[C@H](C)O | -26 | 1
Cc1cc(F)cc(-c2cc(C(=O)NCc3ccccn3)[nH]n2)c1 | -1 | 2
Cc1cccc(NC(=O)CN2C(=O)N/C(=C/c3ccc(C)o3)C2=O)c1 | -97 | -1
CC1(C)CC(=O)C=C(c2n[nH]nc2C2CC2)C1 | 18 | 1
C[C@@H]1c2ccccc2N2C[C@H](Cc3ccc(C(=O)c4ccccc4)cc3)C[C@@H]12 | -30 | -2
O=C(Nc1c(-c2ccccc2)[nH][nH]c1=O)c1cccs1 | 21 | 3
CN(c1ccccc1)c1ncnc2c1ncn2C | 4 | 0
Cc1cc(C)cc(NC(=S)N2CCC(C(=O)c3ccc(F)cc3)CC2)c1 | 8 | 1
COc1ccc(C2(C)C(C#N)C(=O)NC(=O)C2C#N)cc1 (configuration not stated) | 12 | 1
C[C@H](O)C#Cc1cnc2c(c1)C(=O)N([C@H](C)CO)C[C@@H](C)[C@H](CN(C)C(=O)Nc1ccc(C(F)(F)F)cc1)O2 | -28 | -6
COc1ccc(CCN2C(=O)COc3ccccc3C2C(=O)NC(C)(C)C)cc1OC (configuration not stated) | 17 | 2
CC12CCCC(=O)C1CCC(=Cc1ccco1)C2=O (configuration not stated) | 19 | 1
CCCCn1cnc2c(SCc3ccc(Cl)cc3)nc(N)nc21 | -17 | -8
COC(=O)[C@@]1(Sc2ccccc2)CC(=O)N[C@@H]1c1ccccc1 | 4 | 1
O=C(O)c1ccc(CN2C(=O)c3cccc4c([N+](=O)[O-])ccc(c34)C2=O)cc1 | -283 | -26
O=C(NC1CCCC1)N[C@@H]1C=C[C@@H](CC(=O)N2CCOCC2)O[C@@H]1CO | 20 | 1
Cn1c(=O)c2c(-c3ccccc3)n(-c3cc(Cl)c([N+](=O)[O-])cc3O)cc2n(C)c1=O | 34 | 1

# The list continues.
Molecule | SENP8 block | SENP1 FRET inh
COc1ccc(C(=O)OCC(=O)Nc2cccc(S(=O)(=O)NC3=NCCCCC3)c2)cc1[N+](=O)[O-] | 6 | 0
CCOC(=O)c1c(SCCN2CCCC2)n(-c2ccccc2)c(=S)n(-c2ccccc2)c1=O | 9 | 1
O=C(Nc1ccc(C(=O)N2CCCCC2)cc1)C1CCCC1 | 6 | 2
Cc1ccc(S(=O)(=O)NN=C2C(=O)C3CCC2C3Cl)cc1 (configuration not stated) | 15 | 1
CN(C(=O)CSc1nnc(C(F)(F)F)n1C)c1c(N)n(Cc2ccccc2)c(=O)[nH]c1=O | -1 | 2
CC1CC(O)C2C3(C)CCCC2(COC3=O)C12CCC1(CCOC1=O)O2 (configuration not stated) | 12 | 1
COc1ccc(C2=NN(CCC(=O)NC3CCCCC3C)C(=O)CC2)cc1 (configuration not stated) | -30 | -1
CC1CCC(NC(=O)c2nn(C)c(=O)c3ccccc23)CC1 (configuration not stated) | 14 | 0
C[C@@H]1CN([C@@H](C)CO)C(=O)CCCn2nncc2CO[C@H]1CN(C)C(=O)CCC(F)(F)F | 5 | -2
COC(=O)c1cc(=O)c2ccc(OC)cc2o1 | -2 | -1
CCCCn1nnnc1C(c1ccccc1)N1CCN(c2cccc(C(F)(F)F)n2)CC1 (configuration not stated) | -26 | 4
COc1ccc(F)cc1-c1cc(C(=O)Nc2ccc(C)c(NS(C)(=O)=O)c2)[nH]n1 | 3 | -1
CC(C)C(=O)N1CCC1(C)C(=O)NS(=O)(=O)c1cccs1 (configuration not stated) | 14 | 1
O=S1(=O)CC(N2CCN(CC3CC3)CC2)CN1C1CCCCC1 (configuration not stated) | 19 | 0
C=C(CCO)C1=CCN(S(=O)(=O)C(C)(C)C)[C@@H]1CCO | 1 | 0
Nc1cccnc1Sc1ccc([N+](=O)[O-])cn1 | 26 | 10
O=C(NCC1CCOCC1)C1Cc2c(-c3ccccc3Oc3ccccc3)ccnc2O1 (configuration not stated) | 2 | 2
COc1ccc(C(=O)NCC[N+](C)(C)C)cc1 | 13 | 2
Nc1nc(-c2ccccc2)ns1 | 19 | -2
CCCOc1ccc(C(=O)C(CN2CCCC2)c2ccccc2)cc1 (configuration not stated) | 34 | -2
COc1ccc(CNC(=O)c2ccc3nc(C)c(N(C)Cc4ccc(NC(C)=O)cc4)n3c2)cc1 | 5 | -1
Cc1cc2oc(C(=O)NCC(c3ccco3)N3CCCC3)c(C)c2cc1C (configuration not stated) | 17 | -1
CC(=O)Nc1ccc(C=Cc2ccc([N+](=O)[O-])cc2)cc1 | -428 | -30
CCNC1CCC(Nc2ccnc3cc(Cl)ccc23)CC1 (configuration not stated) | -422 | 0
CC(C)N1CCC(C)(C(=O)Nc2ccc(-n3cccc3)cc2)C1 (configuration not stated) | 10 | -15
Cc1ccc(-c2cnc3c(Nc4cccc(OC(F)(F)C(F)F)c4)nccn23)cc1 | -261 | -16
COc1ccc(N(CC(=O)NCc2ccc3c(c2)OCO3)S(=O)(=O)c2ccc(O)c(C(=O)O)c2)cc1 | -270 | -2
CCOC(=O)[C@]12CCC=C1N(Cc1ccco1)C(=O)[C@H](CC(=O)NCCc1ccccc1OC)C2 | -3 | -15
CCCCn1c(-c2csc(C(C)C)c2)n[nH]c1=S | 14 | 0
CC(C)NC(=O)N(C)C[C@@H]1Oc2ncc(-c3cccc(C#N)c3)cc2C(=O)N([C@H](C)CO)C[C@@H]1C | 0 | -1
CCCC(=O)n1nc(-c2cccnc2)nc1NCc1ccc(OC)cc1 | 3 | 1
CC(C)NC(=O)C1(C)CCCN1C(=O)c1ccccc1Br (configuration not stated) | 2 | 1
O=S(=O)(c1ccc(Br)cc1F)N1CCCCC1CCO (configuration not stated) | 4 | 0
CC1(C(=O)NS(=O)(=O)c2cccc(F)c2)CCN1C(=O)Cc1cc(F)ccc1F (configuration not stated) | 12 | 2
COc1ccccc1C(CNC(=O)c1cccc(S(=O)(=O)N2c3ccccc3CC2C)c1)N(C)C (configuration not stated) | -5 | -1
CSc1ccc(Cn2c(C)c(C(=O)NCc3cccc(C(F)(F)F)c3)sc2=O)cc1 | 2 | -3
COCC(=O)N(C)[C@H]1C[C@H]2c3cc(Oc4ccccc4C)ccc3CCN2C(=O)[C@H]1[C@H](C)O | -33 | -8
Cc1ccc2c(c1)-c1nc3ccccc3cc1C2=NC1CCCCC1 | 9 | 0
CN(C(=O)c1ccc(NC(=O)Cc2ccc(NC(=O)C3CCCN(C(=O)CCc4ccccc4)C3)cc2)cc1)C1CCCC1 (configuration not stated) | -10 | -1
O=C1NC[C@H](CCCCN2C[C@H](Cc3ccc(O)cc3)N(CC3CCCCC3)C(=O)C2=O)N(CCc2ccccc2)C1=O | 7 | 2
CC(=O)Nc1cc2c(cc1Br)-c1ccccc1C2 | -8 | 1
Cc1ccc(Cc2c(-c3ccc(F)cc3)nc3ccc(Cl)cn23)cc1 | -224 | 10
O=C(C=Cc1ccco1)c1ccco1 | -99 | -5
COC(=O)[C@H]1C[C@@]2(O)CN(S(=O)(=O)c3ccc(C)cc3)C[C@@]2(OC(=O)NC2CC2)C[C@H]1C(=O)OC | -4 | -2

# Assay outcomes deposited in PubChem BioAssay by Sanford-Burnham Center for Chemical Genomics.
